Assay outcomes: PubChem, School of Medicine, Boston University
PL biosyn Enam – animal cell phospholipid biosynthesis inhibition, Enamine screen; ZR-82 CHO cells, pyrene fatty acid UV survival, CellTiter Blue; peroxisome-deficient CHO-K1 mutant line; plus DGAT-1, DGAT-2 and ACAT inhibitors; calls only at 10 µM; hit rate 0.4% among 20,000;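 active = cell survival signal 2 SD away from solvent-only control wells, confirmed on one or two retests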;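 note: 3 h compound exposure then viability read about one day after UV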
Calls only; i = inactive. The list is partial (hit frequency here may not be typical).

SMILES	PL biosyn Enam
Cc1ccc([N+](=O)[O-])cc1N=P(c1ccncc1)(N1CCCC1)C(C)(C)C (stereo not given)	i
CC(C)n1nccc1NC(=NC1CC1)c1ccc(F)cc1	i
O=S1(=O)CCC(n2nnnc2-c2ccc(Cl)cc2)C1 (stereo not given)	i
c1cncc(C2Nc3ccccc3-c3nc4ccccc4n32)c1 (stereo not given)	i
Cc1ccc(S(=O)(=O)NN2CCOCC2)s1	i
CC(C)(C)c1nnc2sc(SCCOc3ccc(Br)cc3)nn2c1=O	i
O=C1Cc2cc(S(=O)(=O)N3CCN(S(=O)(=O)c4ccc5c(c4)OCCCO5)CC3)ccc2N1	i
O=c1c2ccccc2nnn1CSc1ccc(F)cc1	i
Cn1nnc2c(=O)[nH]cc([N+](=O)[O-])c21	i
O=S(=O)(Nc1ccc(S(=O)(=O)Nc2ncccn2)cc1)c1ccc(Cl)cc1	i
Fc1cc(Br)ccc1N=Cc1ccccn1	i
Cc1cc(C)cc(-c2nnc(SCc3nnc(-c4ccco4)o3)o2)c1	i

Given with each value named: four of the compounds above.
Cn1nnc2c(=O)[nH]cc([N+](=O)[O-])c21
  PL biosyn Enam: i

Cc1ccc([N+](=O)[O-])cc1N=P(c1ccncc1)(N1CCCC1)C(C)(C)C (stereo not given)
  PL biosyn Enam: i

Fc1cc(Br)ccc1N=Cc1ccccn1
  PL biosyn Enam: i

CC(C)(C)c1nnc2sc(SCCOc3ccc(Br)cc3)nn2c1=O
  PL biosyn Enam: i

Further results follow.
SMILES	PL biosyn Enam
CN1CCN(C(=O)CC23CC4CC(CC(C4)C2)C3)CC1	i
C=CCn1c(SCC(=O)c2cccs2)nc2sc3c(c2c1=O)CCCC3	i
Clc1ccc2nc(CSc3ncnc4sc5c(c34)CCCC5)cn2c1	i
O=c1[nH]c(=S)[nH]c2sccc12	i
Cc1oc(-c2cc(Cl)cc(Cl)c2)c(C)c1-c1nn2c(C)nnc2s1	i
O=S(=O)(Nc1nc2ccccc2nc1N1CCc2ccccc2C1)c1ccc(Br)cc1	i
O=C(O)Cn1nnn(-c2cccs2)c1=O	i
COCCCNC(=O)c1cc2c(=O)n3ccccc3nc2s1	i
Cc1ccc(CC2=CN3CCS(=O)(=O)N=C3S2)cc1	i
CCCCn1c(=O)[nH]c(=O)c2c1nc(CNCCC(C)C)n2C	i
Oc1ccc(F)cc1C1=NNC(c2ccc(Cl)cc2)C1 (stereo not given)	i
Cn1ccnc1SCc1nc(-c2ccccc2)no1	i
O=C(/C=C/c1ccco1)Nc1sc2c(c1C(=O)O)CCCC2	i
CC(NC(=O)c1ccc([N+](=O)[O-])o1)C12CC3CC(CC(C3)C1)C2 (stereo not given)	i
O=C1Nc2ccccc2/C1=C\c1coc2ccccc2c1=O	i
C/C(=N\NC(=O)Cn1nc(C)cc1C)c1ccc(Br)s1	i
O=C1CN(CC(=O)N2N=C3/C(=C/c4cccs4)CCCC3C2c2cccs2)CCN1 (stereo not given)	i
CCOC(=O)NC(n1ccnc1)C(F)(F)C(F)(F)C(F)(F)C(F)F (stereo not given)	i
O=P1(NCc2ccncc2)C=C(c2ccccc2)SC(c2ccccc2)=C1	i
O=S(=O)(NC1CC1)c1ccc2c(c1)OCCCO2	i
O=C(NCc1cccs1)c1cc2c(s1)CCCCC2	i
CC(C)/C=C1\CCCC\C1=N/n1cnnc1	i
CC12CCC(C(=O)C1=O)C2(C)C (stereo not given)	i
Cc1cc(CSc2ccc(S(=O)(=O)N(C)C)cn2)no1	i
CSc1ccc(/C=N/n2c(Cc3ccc(Br)cc3)n[nH]c2=S)cc1	i
c1nc(Nc2ccc3c(c2)OCCCO3)c2c3c(sc2n1)CCCC3	i
Nc1[nH]n(-c2ccccc2)c(=O)c1N=Nc1ccccc1[N+](=O)[O-]	i
CS(=O)(=O)c1ccc(-c2csc(N)n2)cc1	i
Cc1sc2ncnc(Sc3ncnc4sc(C)c(C)c34)c2c1C	i
Cc1ccc(Oc2ncc(Cl)cc2Cl)c([N+](=O)[O-])n1	i
O=C(O)CSc1nnc(-c2ccco2)o1	i
Cc1coc(C)c1C1=NN(S(C)(=O)=O)C(c2cccs2)C1 (stereo not given)	i
NS(=O)(=O)c1cc(C(=O)O)cs1	i
OC(COCC1COc2ccccc2O1)C[N+]1(Cc2ccccc2)CCCC1 (stereo not given)	i
C=CCn1c(Sc2ccc(S(C)(=O)=O)cc2[N+](=O)[O-])nnc1C1CCCCC1	i
CCC(/C=N/NC(=O)CCCCC(=O)N/N=C/C(CC)CC)CC	i

At a glance, some entries already given:
SMILES	PL biosyn Enam
Cc1sc2ncnc(Sc3ncnc4sc(C)c(C)c34)c2c1C	i
Cc1ccc(Oc2ncc(Cl)cc2Cl)c([N+](=O)[O-])n1	i
O=C(O)CSc1nnc(-c2ccco2)o1	i
Cc1coc(C)c1C1=NN(S(C)(=O)=O)C(c2cccs2)C1 (stereo not given)	i
NS(=O)(=O)c1cc(C(=O)O)cs1	i
OC(COCC1COc2ccccc2O1)C[N+]1(Cc2ccccc2)CCCC1 (stereo not given)	i
C=CCn1c(Sc2ccc(S(C)(=O)=O)cc2[N+](=O)[O-])nnc1C1CCCCC1	i
CCC(/C=N/NC(=O)CCCCC(=O)N/N=C/C(CC)CC)CC	i

Carrying on:
SMILES	PL biosyn Enam
O=C1C=C(Nc2ccc(I)cc2)CCC1	i
O=C(C1CCCCC1)N1N=C2/C(=C/c3ccco3)CCCC2C1c1ccco1 (stereo not given)	i
NC(=O)CCSc1n[nH]c(=S)s1	i
Cc1ccc(-c2csc3ncnc(Sc4nnc5nc(C)cc(C)n45)c23)cc1	i
C=CCn1c(SCC(=O)c2ccc[nH]2)nc2sc3c(c2c1=O)CCC3	i
O=C(/C=C/c1nc2ccccc2o1)N1CCCSc2ccccc21	i
NC(=O)/C(=C\c1ccco1)C(N)=S	i
CNc1snc(C)c1C(=O)OC(C)C(=O)N1CCCC1 (stereo not given)	i
CCN1CCN(C(=O)c2cc3c(=O)n4cccc(C)c4nc3n2C)CC1	i
CS(=O)c1ccc(S(=O)CC(=O)O)c([N+](=O)[O-])c1 (stereo not given)	i
O=C(NCN1CCCC1)c1cnccn1	i
C=C(C)CNC(=S)N/N=C(\C)c1ccc(Cl)s1	i
c1csc(CNC23CC4CC(CC(C4)C2)C3)c1	i
C(=N\n1c(-c2ccc(-c3ccccc3)cc2)csc1=NCC1CCCO1)/c1ccccc1 (stereo not given)	i
CCCCN(C(=O)COC(=O)C1CC1)c1c(N)n(CCC)c(=O)[nH]c1=O	i
S=C(Nc1ccc2cn[nH]c2c1)Nc1ccccc1Cl	i
Cn1c(P(=Nc2ccc([N+](=O)[O-])cc2Br)(c2ccccc2)c2ccccc2)ccc1P(=Nc1ccc([N+](=O)[O-])cc1Br)(c1ccccc1)c1ccccc1	i
NC(=O)CSc1nnc(-c2ccco2)o1	i
Clc1cc2c(c3ncccc13)OCN(CC1CCCO1)C2 (stereo not given)	i
COCCN=c1scc(-c2ccc(Cl)c(Cl)c2)n1/N=C/c1ccc2c(c1)OCCO2	i
CCN=c1scc(-c2ccc(C)cc2)n1/N=C(\C)c1ccc(C)o1	i
CC1COc2c(F)c(F)cc3c(=O)c(C(=O)O)cn1c23 (stereo not given)	i
COc1ccc2c(c1OC)C(=O)OC2CC(=O)O (stereo not given)	i
Cc1ccc(-c2csc3nc(CSc4nnc5n4CCCCC5)[nH]c(=O)c23)s1	i
COc1ccccc1N1CCN(CCCS(=O)(=O)O)CC1	i
COC(=O)C1=C(C)N2CCS(=O)(=O)N=C2S1	i
O=c1[nH]c(CNCc2ccco2)nc2c(Br)cc(Br)cc12	i
O=C(COC(=O)c1ccco1)NC1CCCC1	i
Cc1ccc(C)c(-n2nnn(C(F)F)c2=S)c1	i
O=C1c2cccc3cccc(c23)C(=O)N1CCCCCc1n[nH]c(=S)o1	i
Fc1ccc(/C=C2\CCCC3C2=NNC3c2ccc(F)cc2)cc1 (stereo not given)	i
CC(C)N=c1scc(-c2ccco2)n1/N=C/c1cc2c(cc1[N+](=O)[O-])OCO2	i
O=C1CCCC2=C1C(c1ccc(Cl)cc1)C1C(=O)/C(=C\c3cccc(Cl)c3Cl)SC1=N2 (stereo not given)	i
NS(=O)(=O)c1ccc(SCCO)c([N+](=O)[O-])c1	i
C=CCn1c(SCC(=O)NC2CCCCCCC2)nnc1C1CCCCC1	i
CCOC(=O)c1c(C)nc2sccn12	i
Cc1ccn2cc(-c3ccc(C(C)(C)C)cc3)nc2c1	i
CCCCn1cnc2c1c(=O)n(CC(=O)Nc1sc3c(c1C(N)=O)CCC3)c(=O)n2CC(C)C	i
c1ccc(Cn2c(SCc3nnc(-c4ccccc4)o3)nnc2C2CC2)cc1	i
CCCCn1c(N)c(N(CC)C(=O)C(C)(C)C)c(=O)[nH]c1=O	i
Cc1occc1-c1n[nH]c(=S)o1	i
CCSc1nnc(SCC(=O)NC(=O)NC(C)(C)C)s1	i
c1ccc2c(c1)nc(-c1ccncc1)n1nnnc21	i
O=C(O)CN(CCP(=O)(c1ccccc1)c1ccccc1)CC(=O)O	i
CN(C)C=Nc1ncnc2c1cnn2-c1ccccc1	i
CN1/C(=C\C=Nc2cc(Cl)c([N+](=O)[O-])cc2O)C(C)(C)c2ccccc21	i
O=c1oc2c(cc(NS(=O)(=O)c3ccc(Br)cc3)c3ccccc32)s1	i
Cc1noc(C)c1S(=O)(=O)Nc1ccc2c(c1)OCO2	i
COc1ccc(OCCSc2cccc[n+]2[O-])cc1	i
Nc1nc(CN2CCOCC2)nc2ccccc12	i
O=c1c2ccccc2nnn1CSc1nc2sc3c(c2c(=O)n1CC1CCCO1)CCC3 (stereo not given)	i
COc1ccc2c(c1)sc(N)[n+]2Cc1cc(C)cc2cccnc12	i
Cn1nnnc1SCC(=O)c1ccco1	i
COc1cc(NC2=Nc3cccc4cccc2c34)cc(OC)c1OC	i
Fc1cccc(NC2=NCCC2)c1	i
O=S(=O)(c1ccc(N2CCCC2c2ccc3c(c2)OCCO3)nc1)N1CCCC1 (stereo not given)	i
COc1cc(OC)cc(-c2nnc(SCc3ccc(Br)cc3F)o2)c1	i
CC1=NN(c2ccccc2)C(C2=C(C)CCCC2(C)C)C1 (stereo not given)	i
CCCn1nc2ccccc2c1[P+](N)(N1CCOCC1)N1CCOCC1	i
Cc1nc(Oc2ccc3cc(Br)ccc3c2)c2c3c(sc2n1)CC(C)CC3 (stereo not given)	i

In the list so far, 8 have a COOH group.
SMILES	PL biosyn Enam
O=C(O)Cn1nnn(-c2cccs2)c1=O	i
O=C(/C=C/c1ccco1)Nc1sc2c(c1C(=O)O)CCCC2	i
O=C(O)CSc1nnc(-c2ccco2)o1	i
NS(=O)(=O)c1cc(C(=O)O)cs1	i
CS(=O)c1ccc(S(=O)CC(=O)O)c([N+](=O)[O-])c1 (stereo not given)	i
CC1COc2c(F)c(F)cc3c(=O)c(C(=O)O)cn1c23 (stereo not given)	i
COc1ccc2c(c1OC)C(=O)OC2CC(=O)O (stereo not given)	i
O=C(O)CN(CCP(=O)(c1ccccc1)c1ccccc1)CC(=O)O	i

(further entries)
SMILES	PL biosyn Enam
CCC(/C=N/NC(=O)Cc1cn2ccsc2n1)CC	i
S=C(N=P(c1ccccc1)(N1CCOCC1)N1CCOCC1)NCc1cn2ccsc2n1	i
O=c1c2ccccc2nnn1CN1CCCC(c2nc3ccccc3s2)C1 (stereo not given)	i
FC(F)Oc1ccc(NC(=S)NC23CC4CC(CC(C4)C2)C3)cc1	i
O=C(COc1ccc2ccc(=O)oc2c1)NC1CC1	i
C=CCNC(=O)c1cc(I)cc(I)c1I	i
Cn1cnc([N+](=O)[O-])c1NCC1(c2ccc3c(c2)OCCO3)CCCC1	i
O=[N+]([O-])c1ccc(N/N=C2/CCCCC2c2ccccn2)c([N+](=O)[O-])c1 (stereo not given)	i
CCc1nc2sc3c(c2c2nncn12)CCC3	i
CCC(c1n[nH]c(=S)n1CCN1CCOCC1)N(C)C (stereo not given)	i
Clc1ccc(-c2csc(-c3nnc4n3-c3ccccc3SC4)n2)s1	i
CC(C)c1ccc(CNC(C)c2ccc3c(c2)OCCO3)cc1 (stereo not given)	i
CCOC(=O)c1c(C)[nH]c(C(=O)C(C)OC(=O)c2cnc(C)cn2)c1C (stereo not given)	i
O=c1cc(CSc2nnc3sc4ccccc4n23)c2ccc(Br)cc2o1	i
O=C1Sc2c(S(=O)(=O)N3CCOCC3)cc(S(=O)(=O)N3CCOCC3)c3cccc1c23	i
CNC(=O)CSc1nnc(-c2ccco2)n1C	i
C(=C\c1ccco1)/C=N/N1CCN(C2c3ccccc3-c3ccccc32)CC1	i
CC(C)Sc1nnc2sc3ccccc3n12	i
Ic1ccc(SN(Cc2ccco2)Sc2ccc(I)cc2)cc1	i
Cc1noc(C)c1CSc1ncnc2sc(C)c(C)c12	i
O=C(CN1CCSC1=O)NCC12CC3CC(CC(C3)C1)C2	i
C=CCNC(=S)N/N=C1\CCC=C1CCCCC	i
O=[N+]([O-])c1ccc2c(c1)OC1(CCCC1)O2	i
FC(F)(F)c1cn2cc(Cl)ccc2n1	i
O=S(=O)(c1ccc(Cl)s1)N1CCN(c2ccnc3cc(Cl)ccc23)CC1	i
c1ccc(-c2sc(=Nc3ccc4c(c3)OCO4)sc2-c2ccccc2)cc1	i
O=[N+]([O-])c1cc2c(c(CSc3nc4ccccc4o3)c1)OCOC2	i
Cc1sc2ncnc(SCC(=O)c3cc(Cl)sc3Cl)c2c1C	i
O=C1C=CC(=O)N1c1ccc(SC(F)F)cc1	i
O=C(CSc1ncnc2sc3c(c12)CCCC3)c1cccs1	i
Cc1ccc(-n2c3nc4ccccc4nc3c3c(=N)oc(C)nc32)cc1	i
CC(=O)c1ccc[n+](Cc2cc([N+](=O)[O-])cc3c2OCOC3)c1	i
CCc1nnc(NC(=O)CN2C(=O)NC3(CC(C)CC(C)(C)C3)C2=O)s1 (stereo not given)	i
O=P1(N2CCc3ccccc3C2)C=C(c2ccccc2)SC(c2ccccc2)=C1	i
CC(C)C(NC(=O)c1ccco1)C(=O)NCCN(C(C)C)C(C)C (stereo not given)	i
c1ccc(Oc2ccc(Nc3ncnc4c3oc3ccccc34)cc2)cc1	i
CC(=O)Nc1nccs1	i
O=C(CSc1nnc(CN2CCCC2)o1)NC(=O)NCc1ccco1	i
CCSc1nnc(SCC(=O)NC23CC4CC(CC(C4)C2)C3)s1	i
